Screening results (PubChem)
GCN5L2 inh = blocks human GCN5L2 histone acetyltransferase; Q92830; GCN5L2 HAT assay, ThioGlo1 CoA-SH fluorescence; Potency, µM (top dose mostly 58.9 µM), for inactives: at the top dose activity change, negative = inhibition, hits mostly inhibitors; actives 0.21% (n = 390,000); AID 504327
Target sequence (Q92830 whole entry, looked up): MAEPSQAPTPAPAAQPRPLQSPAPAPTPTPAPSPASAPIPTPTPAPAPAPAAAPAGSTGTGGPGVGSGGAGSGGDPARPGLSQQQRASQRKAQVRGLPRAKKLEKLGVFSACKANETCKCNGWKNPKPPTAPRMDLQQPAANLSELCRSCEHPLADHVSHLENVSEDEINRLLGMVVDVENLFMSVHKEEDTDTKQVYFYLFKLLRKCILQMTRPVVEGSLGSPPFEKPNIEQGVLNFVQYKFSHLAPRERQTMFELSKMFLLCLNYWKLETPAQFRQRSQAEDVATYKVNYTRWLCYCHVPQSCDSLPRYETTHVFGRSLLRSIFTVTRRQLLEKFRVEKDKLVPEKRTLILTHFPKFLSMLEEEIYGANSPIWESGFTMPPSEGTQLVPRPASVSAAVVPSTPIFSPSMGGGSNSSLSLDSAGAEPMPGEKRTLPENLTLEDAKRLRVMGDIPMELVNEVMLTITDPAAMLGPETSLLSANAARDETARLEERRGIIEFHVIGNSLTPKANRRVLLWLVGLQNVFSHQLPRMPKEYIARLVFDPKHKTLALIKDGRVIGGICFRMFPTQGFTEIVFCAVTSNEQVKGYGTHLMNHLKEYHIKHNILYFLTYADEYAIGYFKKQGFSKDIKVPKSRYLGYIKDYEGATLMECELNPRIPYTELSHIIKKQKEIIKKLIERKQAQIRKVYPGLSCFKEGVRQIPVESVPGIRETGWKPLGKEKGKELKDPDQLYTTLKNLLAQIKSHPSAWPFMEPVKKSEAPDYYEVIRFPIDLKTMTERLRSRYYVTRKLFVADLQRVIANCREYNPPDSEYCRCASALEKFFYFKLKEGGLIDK
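Free CoA generated was detected with ThioGlo1 (50uM) fluorescence at Ex340nm/Em540nm, read immediately and after 20 min at room temperature. Enzyme, 20 nM in HEPES pH 7.5 buffer, saw compounds 15 min before adding 75uM H3(1-25) peptide and 70uM acetyl-CoA.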
TDP1 block = TDP1 (human) enzyme inhibition; Q9NUW8; Potency, µM (highest dose often 130 µM), for the others: top-dose activity change, negative = inhibition, actives largely listed as inhibitors; recombinant TDP1, AlphaScreen DNA substrate cleavage; AID 485290; actives 0.28% (n = 350,000); note: nearly all actives have a fitted effect of over 40% in size
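Recombinant E. coli-expressed Tdp1 (1 nM) preincubated with compound 15 min at RT, then 5'-biotin/3'-phosphotyrosine-FITC DNA substrate (15 nM) added for 5 min. AlphaScreen beads (10 ug/ml) added, 10 min RT; tyrosine-FITC cleavage read as signal loss.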
DT40 TDP1 no CPT = qHTS for Inhibitors of human tyrosyl-DNA phosphodiesterase 1 (TDP1): qHTS in cells in absence of CPT; DT40 Tdp1-/- hTDP1 cells, no CPT, ATP luminescence, 48 h; Potency, µM (doses to about 46.2 µM), without a hit: at the highest dose activity change, negative = growth inhibition, usual class: inhibitors; actives 15% (n = 420,000); AID 686978, 2013; note: nearly all actives have a fitted effect of over 55% in size
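Seeded 400 DT40-hTDP1 cells/well (vehicle DMSO, no 20 nM CPT); pinned compounds; ≥48 hr at 37 °C; CellTiter-Glo luminescence as viability measure.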
Numbers without * were called inactive; ? = inconclusive; . = no result given; & = joins results of further samples; [ ] = dose if it differs, or a comment. Calls come from the whole dose curve; as a rule, active = well fitted curve in the direction sought with a large enough effect; inconclusive = small, poorly fitted or top-dose-only effect, or another doubt; inactive = no such curve, though single readings can be large; an effect the other way counts as inactive or inconclusive. % is set by controls: 0 for no effect and ±100 for the full control effect; potency is the fitted concentration of half-maximal effect.

| smiles | TDP1 block | GCN5L2 inh | DT40 TDP1 no CPT |
| --- | --- | --- | --- |
| CN(C(=O)c1cccs1)c1ccccc1C(=O)O | 2% | -6% | -7% |
| CCOc1ccc(NC(=O)c2cc(-c3ccc(C)c(F)c3)on2)c([N+](=O)[O-])c1 | 9% | -1% | -12% |
| CN(C(=O)c1ccc(NC(=O)Cc2ccc(NC(=O)C3CCN(C(=O)C4CCCCC4)CC3)cc2)cc1)C1CC1 | 10% | -1% | ? |
| CCCn1c(SCC(=O)NC(C)C23CC4CC(CC(C4)C2)C3)n[nH]c1=O (centres undefined) | -7% | -4% | ? |
| COc1ccc(-n2c(SCC(=O)Nc3ccccc3OC)nc(O)c(Cc3ccccc3)c2=O)cc1 | 5% | -16% | -26% |
| CC(Sc1nc2cc(Cl)ccc2s1)C(=O)Nc1ccc2c(c1)OCO2 (centres undefined) | 3% | 4% | ? |
| O=C(OCC(F)(F)C(F)F)c1ccccc1C(=O)Oc1ccc(F)cc1F | ? | -7% | -10% |
| O=C(CNC(=O)c1ccccc1F)OCn1nnc2ccccc2c1=O | 0% | 4% | -4% |
| C=CCc1cc(C(=O)N2CCCCC2)ccc1O | 6% | 0% | ? |
| Cc1ccccc1OCCn1ccnc1 | 4% | -1% | 10% |
| Cc1ccc(C(=O)Cn2cccn2)cc1 | -3% | -8% | -9% |
| COc1cc(CN2CCN(c3cccc(C)c3C)CC2)cc(OC)c1O | 0% | -3% | ? |
| CSc1cccc(NC(=O)C2CCCN2S(=O)(=O)c2ccc(Br)s2)c1 (centres undefined) | 7% | -11% | 23µM* |
| Cc1ccc(Cn2cccc2C2=NC(C)(C)CO2)cc1 | 0% | -3% | 0% |
| Cc1coc2c1c(C)cc1oc(=O)c(CC(=O)NCC(=O)NCC(=O)O)c(C)c12 | . | -28% | 5% |
| COc1ccc(S(=O)(=O)N2CCN(c3cc(-c4ccccc4)nc4ncnn34)CC2)cc1 | 4% | -4% | 16µM* |
| CCCc1nnc(NC(=O)c2c(O)c3c([nH]c2=O)CCCC3)s1 | 0% | -1% | 7% |
| CCCNC(=O)Cc1c(C)n(C(=O)c2ccc(Cl)cc2)c2ccc(OC)cc12 | 3% | -6% | ? |
| O=C(C1CC(c2ccccc2O)=NO1)N1CCCCC1 (centres undefined) | 4% | -1% | -15% |
| CC(=O)c1ccc(NC(=O)COc2ccccc2C(=O)Nc2ccccc2)cc1 | 2% | -9% | 11µM* |
| CCN(CC)CC(=O)N1c2ccccc2CCc2ccc(NC(=O)c3cc(OC)c(OC)c(OC)c3)cc21 | 3% | -3% | 2% |
| S=c1[nH]nc(Nc2cccc(Cl)c2)s1 | 11% | 22µM* | 10% |
| Cc1ccc(/C=C(\C#N)C(=O)Nc2cccc(Cl)c2)o1 | -4%[12.3 µM] | -10% | -14% |
| CCN(CC)S(=O)(=O)c1cccc(NC(=O)COc2ccc(C#N)cc2OC)c1 | 1% | -2% | 23µM* |
| CCn1cnc2sc(C(=O)N3CCN(Cc4ccc5c(c4)OCO5)CC3)c(C)c2c1=O | 6% | -8% | . |
| COc1cc(C(c2sc3nc(C)nn3c2O)N2CCN(c3ccccc3)CC2)cc(OC)c1OC (centres undefined) | 3% | -3% | ? |
| CS(=O)(=O)c1ncc(CO)n1Cc1ccccc1 | 4% | -5% | 11% |
| Cc1cccc(-c2nc3c(c(SCC(=O)N(C)C)n2)CCCC3)c1 | 0% | -5% | 16µM* |
| O=C(CCc1nnc2n(Cc3ccc(Cl)cc3)c(=O)c3ccccc3n12)N1CCN(c2ccccn2)CC1 | -4% | 3% | 21µM* |
| CCOC(=O)c1c(NC(=O)CSc2nnc(-c3c[nH]c4ccccc34)n2CCOC)sc2c1CCCCC2 | ? | -13% | ? |
| CC(=O)c1ccc(OCC(O)CN2CCN(c3ccccn3)CC2)cc1 (centres undefined) | 5% | -8% | -6% |
| O=C(Nc1nc2ccccc2s1)NC1CCCCC1 | -6% | 0% | -22% |
| O=C1C(NS(=O)(=O)c2cccs2)=C(N2CCN(c3cccc(Cl)c3)CC2)C(=O)c2ccccc21 | 14% | -4% | 23µM* |
| Cn1cc(C(c2ccccn2)c2cn(C)c3ccccc23)c2ccccc21 | 10% | -2% | ? |
| COc1cccc2c(O)cc(=O)n(C)c12 | -5% | 1% | -27% |
| CC(C)CC(=O)N1CCN(C(=O)c2ccc(-c3ccccc3)cc2)CC1 | 4% | -4% | 23µM* |
| Cc1cc(C(F)(F)F)n2nc(-c3sccc3-n3cccc3)cc2n1 | 0% | -3% | ? |
| Cc1cccc(NC(=O)CSc2nnc(C)c(=O)[nH]2)c1 | 4% | -4% | -10% |
| O=C(CC(O)CCc1ccccc1)c1ccc(O)cc1 (centres undefined) | 2% | -2% | -21% |
| Cc1ccc(C(=O)Cn2c(=N)n(N)c3ccccc32)cc1 | 1% | 1% | ? |
| CCC(C(=O)Nc1ncccn1)(C(F)(F)F)C(F)(F)F | 0% | 1% | -8% |
| COc1ccc2c(c1)CCc1sc(NC(=O)c3ccco3)nc1-2 | 5% | -10% | ? |
| C1=C(N2CCOCC2)/C(=C/c2nc3ccccc3[nH]2)CC1 | -5% | -28% | 23µM* |
| Cc1ccc(C(C)C)c(OCC(=O)OCC(=O)NC2CC2)c1 | 0% | -2% | -28% |
| CCOc1cccc2cc(C(=O)Nc3cc(C)on3)c(=O)oc12 | 7% | 1% | -30% |
| O=C(O)CSCC(=O)Nc1cccc(C(F)(F)F)c1 | 0% | 2% | 1% |
| CCc1ccc(C(=O)CN2C(=O)C(C)N(c3ccc(C)cc3)C2=O)cc1 (centres undefined) | 3% | -7% | -28% |
| C=CCn1cnc2c(nnn2-c2ccc(Cl)cc2)c1=O | 4% | -7% | -11% |

A draw from above in order of molar mass, falling.
| smiles | TDP1 block | GCN5L2 inh | DT40 TDP1 no CPT |
| --- | --- | --- | --- |
| CCn1cnc2sc(C(=O)N3CCN(Cc4ccc5c(c4)OCO5)CC3)c(C)c2c1=O | 6% | -8% | . |
| CCN(CC)S(=O)(=O)c1cccc(NC(=O)COc2ccc(C#N)cc2OC)c1 | 1% | -2% | 23µM* |
| C=CCn1cnc2c(nnn2-c2ccc(Cl)cc2)c1=O | 4% | -7% | -11% |
| COc1cccc2c(O)cc(=O)n(C)c12 | -5% | 1% | -27% |

Additional records follow.
| smiles | TDP1 block | GCN5L2 inh | DT40 TDP1 no CPT |
| --- | --- | --- | --- |
| COC(=O)c1ccc(Cn2c(SCC(=O)NCc3ccccc3)nc3ccccc32)cc1 | 9% | 3% | 23µM* |
| CCS(=O)(=O)c1nc(S(=O)(=O)c2ccc(Cl)cc2)c(N2CCOCC2)s1 | 1% | -1% | ? |
| O=C(Nc1cccc(-c2cnc3ccccc3n2)c1)c1ccc(Cl)cc1 | 2% | -14% | -12% |
| CC1CN(c2ccc(Cl)cc2)c2nc3c(c(=O)[nH]c(=O)n3C)n2C1 (centres undefined) | . | -22% | -18% |
| CCOC(=O)N1CCN(C(=O)COC(=O)c2oc3ccc(OC)cc3c2C)CC1 | 2% | -8% | -22% |
| O=C(CCC(=O)Nc1ccc(F)cc1)N/N=C/c1ccccc1 | . | 0% | -7% |
| CCOc1ccccc1CNC(=O)c1ccc(-c2nc(CSc3ccc(C)cc3)c(C)o2)cc1 | 6% | -2% | 13µM* |
| Cc1cccc(C)c1OCCCN1CCCC1 | 0% | ? | -10% |
| CCOc1ccc2nc(NC(=O)c3c([N+](=O)[O-])cnn3CC)sc2c1 | 5% | 0% | 2% |
| CCN(CC(=O)Nc1ccc(NC(C)=O)cc1)C(=O)c1c(C)nn(-c2ccc(F)cc2)c1Cl | 0% | -1% | -18% |
| CCNC(=O)CC1C(=O)N(CC)C(=S)N1NC(=O)c1cccnc1 (centres undefined) | 0% | -7% | -10% |
| O=C(CNc1cccc(S(=O)(=O)N2CCCCCC2)c1)Nc1cccc([N+](=O)[O-])c1 | 1%[56.1 µM] | -9% | 23µM* |
| CCOc1ncccc1C(=O)Nc1ccc(-c2cn3ccsc3n2)cc1 | -4% | -12% | -28% |
| O=C(Nc1ccccc1OCc1ccccc1)c1ccccc1Br | . | -1% | -7% |
| O=C(CNC(=O)c1ccc(Cl)cc1Cl)OCC(=O)c1ccc2c(c1)OCCO2 | 1% | 0% | 1% |
| CCCCNc1nnc(SCC(=O)c2c(N)n(C3CC3)c(=O)[nH]c2=O)s1 | 3% | 1% | 3% |

Compound profiles, as listed above.
`CCOc1ccc2nc(NC(=O)c3c([N+](=O)[O-])cnn3CC)sc2c1` as listed: TDP1 block = 5%; GCN5L2 inh = 0%; DT40 TDP1 no CPT = 2%
`CCNC(=O)CC1C(=O)N(CC)C(=S)N1NC(=O)c1cccnc1` (centres undefined) as listed: TDP1 block = 0%; GCN5L2 inh = -7%; DT40 TDP1 no CPT = -10%

Following part:
| smiles | TDP1 block | GCN5L2 inh | DT40 TDP1 no CPT |
| --- | --- | --- | --- |
| COc1ccc(NC(=O)Nc2ccc(F)c(F)c2)c(OC)c1 | 0% | -19% | -24% |
| Cc1ccc(C(=O)Nc2cccc(-c3cnc4ccccc4n3)c2)cc1 | 2% | -3% | -22% |
| Cc1nn(Cc2c(Cl)cccc2Cl)c(C)c1N | 2% | 2% | -12% |
| COc1ccc(N2C(=O)/C(=C\c3ccco3)N=C2SCC(=O)NC(C)(C)C)cc1Cl | 5% | -21% | ? |
| Nc1nc(Cl)nc(N(c2ccccc2)c2ccccc2)n1 | -3% | 32%[activator] | -3% |
| COCCCN1CC(=O)N2C(c3ccc(OC)c(OC)c3)c3[nH]c4ccccc4c3C[C@H]2C1=O (some centres undefined) | . | 5% | 7% |
| Cn1c(C(=O)O)ccc1S(=O)(=O)N(Cc1ccccc1)Cc1ccccc1 | 5% | -7% | 1% |
| CC(OC(=O)Cc1c[nH]c2ccccc12)C(=O)c1ccccc1 (centres undefined) | 2% | -4% | 12% |
| CCOC(=O)CN1N=C(c2ccc(Cl)cc2)CCC1=O | . | -3% | -11% |
| CC(=O)Nc1ccccc1NC(=O)c1cccc2ccccc12 | 1% | -3% | -18% |
| COc1ccc(/C=C/C(=O)Nc2ccc(N3CCOCC3)cc2)cc1 | 0% | -1% | ? |
| O=C(O)C(=O)Cc1c[nH]c2ccccc12 | 3% | -3% | -6% |
| Cc1c(/C=C2\SC(=O)N(CC(=O)Nc3ccc4c(c3)OCO4)C2=O)c2ccccc2n1C | 2% | -13% | ? |
| O=C(c1c(F)cccc1F)N(C1CCCCC1)C1CCCCC1 | . | -2% | 18µM* |
| CC(=O)N[C@@H](CSC/C=C(\C)CC/C=C(\C)CC/C=C(\C)CCC=C(C)C)C(=O)O | 7%&10%&4% | ? | ? |
| CC1CN(CC(=O)Nc2ccc(Br)cn2)CC(C)O1 (centres undefined) | . | -18% | 0% |

Brought forward from above: 5 entries, then new ones.
| smiles | TDP1 block | GCN5L2 inh | DT40 TDP1 no CPT |
| --- | --- | --- | --- |
| O=C(O)C(=O)Cc1c[nH]c2ccccc12 | 3% | -3% | -6% |
| Cc1c(/C=C2\SC(=O)N(CC(=O)Nc3ccc4c(c3)OCO4)C2=O)c2ccccc2n1C | 2% | -13% | ? |
| O=C(c1c(F)cccc1F)N(C1CCCCC1)C1CCCCC1 | . | -2% | 18µM* |
| CC(=O)N[C@@H](CSC/C=C(\C)CC/C=C(\C)CC/C=C(\C)CCC=C(C)C)C(=O)O | 7%&10%&4% | ? | ? |
| CC1CN(CC(=O)Nc2ccc(Br)cn2)CC(C)O1 (centres undefined) | . | -18% | 0% |
| CC1=CC(=C(C#N)C#N)C=C(C)N1CCN1CCN(C(=O)Nc2ccc(Cl)c(Cl)c2)CC1 | 4% | -19% | ? |
| CCn1ncc(Cl)c1C(=O)NC(=S)Nc1ccccc1Br | 4% | -3% | -22% |
| CCOc1ccc(Cc2nnc(SCC(N)=O)n2C)cc1 | -2% | -3% | -3% |
| O=C(O)c1ccc(NS(=O)(=O)c2ccc3nnn(O)c3c2)cc1 | -9% | -6% | -1% |
| COc1ccc(-n2ncc3c(N(C)C4CCCCC4)ncnc32)cc1 | . | -4% | ? |
| Cn1cc(-c2nc3cnc(N4CCNCC4)nc3n(CCc3ccccc3)c2=O)c2ccccc21 | . | -14% | ? |
| CN(C)S(=O)(=O)Nc1ccc2c(c1)Cc1ccccc1-2 | 2% | -18% | -14% |
| CCOc1ccc(C=NNC(=O)c2ccc(-n3cnnn3)cc2)cc1 | -6% | -4% | 13% |
| Cc1cc(SCc2cccc(Cl)c2)nc(=O)[nH]1 | 1% | -2% | 6% |
| Cc1ccc(-c2cc(C(F)(F)F)n3ncc(C(=O)N4CCCCC4c4cccnc4)c3n2)cc1 (centres undefined) | 6% | -3% | ? |
| CS(=O)(=O)c1ccc(-c2cccc(NC(=O)COc3ccc(Cl)cc3)c2)nn1 | 0% | -1% | 16% |
| COc1ccccc1NC(=O)CSc1nnc(CC(=O)Nc2ccccc2C)n1C | 7% | -2% | 10% |

The list is partial; rates above refer to the full screens.
